JNK3 inh: inhibitors of human JNK3 kinase | purified JNK3 kinase activity, HTS | inhibition, % at 8 µM | 60,000 compounds, 0.61% hits | AID 746; in the data active = inhibition above about 17%;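 also: 0% = DMSO and 100% = reference inhibitor; many of its hits are not listed in these tables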
Target sequence (P53779 whole entry, looked up): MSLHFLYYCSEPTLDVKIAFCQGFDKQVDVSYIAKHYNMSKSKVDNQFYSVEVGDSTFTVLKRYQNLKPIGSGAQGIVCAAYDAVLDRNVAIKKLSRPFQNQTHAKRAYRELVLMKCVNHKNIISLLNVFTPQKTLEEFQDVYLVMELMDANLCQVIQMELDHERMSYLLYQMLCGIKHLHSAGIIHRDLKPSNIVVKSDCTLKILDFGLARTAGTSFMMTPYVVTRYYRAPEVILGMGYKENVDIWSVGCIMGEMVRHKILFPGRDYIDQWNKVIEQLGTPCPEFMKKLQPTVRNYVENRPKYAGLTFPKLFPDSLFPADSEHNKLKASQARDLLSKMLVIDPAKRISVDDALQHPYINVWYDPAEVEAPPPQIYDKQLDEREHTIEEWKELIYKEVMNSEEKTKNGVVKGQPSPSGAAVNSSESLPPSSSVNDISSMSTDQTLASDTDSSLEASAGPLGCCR
MMP-13 inhibitor: blocks human MMP13 activity. MMP-13 fTHP FRET cleavage, Mca fluorescence. inhibition, % at 4 µM. 65,000 compounds, 0.07% hits. AID 570;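 active = inhibition above the mean of compound-free control plate wells plus 3 SD, cut at about 14% in these data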;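 also: 0% = DMSO wells and 100% = wells with reference MMP-13 inhibitor after basal subtraction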
HEK293 NFkB inh: inhibitors of the PMA/ionomycin-induced NF-kB reporter in HEK293 cells | AID 465 | HEK-293 NF-kB luciferase reporter, luminescence | inhibition, % at 3 µM | 62,000 compounds, 0.21% hits;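 active = inhibition above the mean of all tested compounds plus 3 SD, cut at about 40% in these data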;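 also: 0% = stimulated DMSO wells and 100% = 10 µM reference inhibitor 5653914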
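System: NF-kB luciferase reporter HEK-293 cells | Replication: Single test | Control set: DMSO vs reference inhibitor | Evaluation: % inhibition | Schedule: 1 h pretreatment, 16 h stimulation, 37 °C | Probe or stimulus: PMA with ionomycin | Compound dosing: One dose, 3 µM | Detection: Luciferase luminescence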
Autofluor 339: intrinsic fluorescence of library compounds, ex339/em460 – biochemical, MLSMR library, data from DPM-DC assay, artefact control, profiling panel; compound autofluorescence, ex339/em460 nm, NADH buffer; stronger effect = higher value; 1 = no-compound wells, NADH background; fluorescence fold increase at 10 µM; 65,000 compounds, 5.5% hits;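 active = at 10 µM, mean starting fluorescence two-fold or more over control wells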;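 also: signal is the first read of a kinetic run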
tolC growth inh: blocks growth of E. coli BW25113 tolC mutant. AID 573. OD615. growth inhibition, % at 10 µM (by protocol). 65,000 compounds, 2.2% hits;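 active = growth inhibition at or above a cutoff equal to the mean over every tested compound plus 3 SD, cut at about 60% in these data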;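 also: growth measured after 20 h incubation at 37 °C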
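Material: E. coli BW25113 ΔtolC::kan, tolC deletion mutant strain. Measure: percent growth inhibition. Schedule: 37 °C, 20 h exposure. Doses: single-point testing at 10 µM. Signal: A615 absorbance measurement. Buffer or medium: kanamycin-containing LB broth (50 µg/mL).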
ROCK2 inh: ROCK2 (human) kinase inhibition; inhibition, % at 6 µM; 60,000 compounds, 0.35% hits; purified ROCK2, Kinase-Glo ATP depletion luminescence;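 active = inhibition above the screen-wide mean inhibition plus 3 SD, cut at about 18% in these data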;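 also: plate controls were DMSO wells for no effect and Y-27632 control wells after no-enzyme background subtraction for full effect; many of its hits are not listed in these tables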
Abs 340nm: compounds absorbing at 340 nm | compound absorbance at 340 nm, fold over control | fold change at 10 µM | 65,000 tested, under 10 active | AID 708;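 active = at 10 µM dose, initial 340 nm absorbance at least 2 fold that of control wells; inactive = change under 2 fold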;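 also: initial absorbance extrapolated from kinetic A340 decline of NADH oxidation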
NADH enzymes: inhibitors of enzymes used to reach an NAD/NADH endpoint; coupled PK/LDH NADH assays, four targets; IC50, µM (top dose mostly 10 µM), for the others: top-dose inhibition; 65,000 compounds, 0.02% hits;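 active = single-dose screening hits from any of four coupled enzyme assays that gave an IC50 when retested across doses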;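 also: the DPM-DC format reads NADH fluorescence rather than 340 nm absorbance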
PKA kinase inh: PKA (human) kinase inhibition; 65,000 compounds, 0.1% hits; P17612; inhibition, % at 6 µM; AID 524; PKA Kemptide phosphorylation, Kinase-Glo ATP luminescence;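 active = inhibition above the screen-wide mean inhibition plus 3 SD, cut at about 21% in these data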; also: many of its hits are not listed in these tables
Starred values were filed as active, the others as inactive; i = inactive; x = no result given; [ ] = remark or other dose.

SMILES	JNK3 inh	MMP-13 inhibitor	HEK293 NFkB inh	Autofluor 339	tolC growth inh	ROCK2 inh	Abs 340nm	NADH enzymes	PKA kinase inh
CC(C)C(=O)Nc1ccc(NC(=O)c2cccs2)cn1	-1	-2	10	1.1	-5	-2	1	4%	1
Cc1ccc2c(c1)c1c(n2CC(O)CNC(CO)(CO)CO)CCCC1 (stereo unspecified)	-11	-5	12	1.1	3	0	1	2%	-10
CCOC(=O)N1CCN(c2ncnc3c2[nH]c2ccc(OC)cc23)CC1	-6	-110[fluorescence artefact?]	x	2.5*	7	-8	1	1%[fluoresces]	2
COC(=O)c1cccc(NS(=O)(=O)c2cccs2)c1C	6	-2	4	1.1	13	5	1.1	3%	9
Cc1ccc(S(=O)(=O)NC(C)C(=O)Nc2ccc(C(N)=O)cc2)cc1 (stereo unspecified)	-3	6	-13	1	-5	2	0.99	3%	-6
CCN(CC)CCOC(=O)c1c(C)oc2ccc(OC)cc12	-2	4	26	1.1	-7	-2	1	7%	-2
Cc1sc2nc(C(C)C)nc(SCC(=O)NCc3ccco3)c2c1C	-1	1	1	1	30	5	1	4%	3
CCOC(=O)C(O)(C1C(=O)CC(C)(C)CC1=O)C(F)(F)F (stereo unspecified)	-6	-2	x	1.1	8	11	1	2%	5
O=C(O)CCN1C(=O)C(=C2CCCCCC2)SC1=S	-1	-5	21	0.93	7	8	1.2	16%	9
Cc1cc(Cl)ccc1OCC(=O)OC(C)C(=O)N(C)C (stereo unspecified)	-2	3	x	1	2	5	1	2%	5
COc1ccc2c(C(F)(F)F)cc(=O)oc2c1C	-1	-12	6	2.9*	16	5	1	2%[fluoresces]	4
Cc1ccnc(SCC(=O)Nc2oc(-c3ccccc3)c(-c3ccccc3)c2C#N)n1	-3	-1	4	1.1	1	12	1	4%	14
COc1cccc(-c2cc(C(=O)N3CCc4ccccc4C3)no2)c1	-1	2	12	1	90*	-9	0.99	4%	-7
CCNC(=O)c1ccccc1-c1nc(-c2ccccc2Cl)no1	-2	-2	12	1.1	-4	3	1	5%	9
O=S(=O)(c1cccc(Cl)c1)N1CCCC1	x	2	-4	1.1	-12	x	1	3%	5
CCn1cc(C2=NOC(C(=O)Nc3ccc4c(c3)OCO4)C2)c(C)n1 (stereo unspecified)	10	3	8	1.1	-2	5	0.98	4%	8
O=C1OCCC1Sc1nc2cc(Cl)ccc2s1 (stereo unspecified)	-3	1	-5	1.1	1	6	0.99	5%	9
CC(Oc1ccccc1)C(=O)N1CCCc2ccccc21 (stereo unspecified)	5	4	17	1.1	-5	6	1	2%	8
COc1cccc(/C=N/n2cncn2)c1OCC#N	-1	-7	1	1.8	-16	7	1	6%	8
COc1ccc(C(=O)Nc2ccccc2-c2nnn(CC(=O)NCc3ccco3)n2)cc1	x	1	14	1.2	-1	x	1.1	7%	-8
c1ccc(C2=Nn3c(nnc3-c3n[nH]c4c3CCC4)SC2)cc1	7	0	30	1.1	24	4	1	5%	6
O=C(CN1CCCCC1)Nc1cccc(-n2cnnn2)c1	5	0	15	1.1	-22	-1	1	3%	-1
Cc1ccc(C(C)C)c(OCCNS(C)(=O)=O)c1	-10	7	5	1.1	-1	1	1	2%	7
COC(=O)/C=c1/sc2n(c1=O)CCN=2	1	-8	4	1.9	-10	-4	1.1	14%	-5
CC(NC(N)=O)C12CC3CC(CC(C3)C1)C2 (stereo unspecified)	-3	-3	-8	1.1	8	0	1	5%	-1
CC(C)CCn1c(N2CCN(c3cccc(Cl)c3)CC2)nc2c1c(=O)[nH]c(=O)n2C	-1	0	30	1.1	33	-5	1	5%	-6
Cc1ccc(N(CC(=O)Nc2ccc(C)cn2)S(=O)(=O)c2c(C)nn(C)c2C)cc1	-1	3	10	1.1	2	7	1	8%	10
Cc1cc(Cl)cc(Cl)c1OCC(=O)NCc1ccco1	1	-5	12	1.1	-3	2	1	0%	2
CCc1c(C)c2cc(Cl)c(O)c(CN(C)C)c2oc1=O	-8	i[fluorescence artefact?]	8	3.7*	-10	2	1.2	7%[fluoresces]	3
COc1cc2c(cc1OC)C1=C(C#N)CC/C(=N\S(=O)(=O)c3ccccc3)N1CC2	5	-5	10	1.1	-4	4	1.1	6%	10
Cc1noc(C)c1S(=O)(=O)N1CCC(C(=O)NCCC2=CCCCC2)CC1	x	7	7	1.1	-9	x	1	5%	-1
CCNS(=O)(=O)c1ccc(NC(=O)Cc2ccc(F)cc2)cc1	1	-1	-4	1.1	9	6	1	4%	8
Cc1nn(C)c(C)c1NC(=O)c1ccc(S(=O)(=O)N(C)C)cc1	2	3	6	1.1	-16	10	1	6%	13
CCC(=O)N(Cc1ccco1)c1nc(-c2cc(OC)ccc2OC)cs1	-2	0	22	1	-15	-1	1	4%	-4
COC(=O)c1c(C)oc2ccc(OC(=O)c3cccs3)cc12	-2	2	0	1.1	84*	8	1	5%	10
O=C(Cn1c(=O)n(CCC(=O)N2CCc3ccccc3C2)c(=O)c2ccccc21)NCC1CCCO1 (stereo unspecified)	1	-3	19	1.1	-6	1	0.99	5%	-1
COC(=O)c1ccc(C2/C(=C(/O)c3ccc(OC)cc3)C(=O)C(=O)N2Cc2ccco2)cc1 (stereo unspecified)	8	-1	x	1	14	5	1.1	2%	3
COc1ccc(C(C)C)cc1S(=O)(=O)Nc1ccc(Cl)cn1	1	2	16	1.1	-9	2	1	7%	0
CCCCn1c(=NC(=O)c2cccnc2)c(C(=O)OCC)cc2c(=O)n3ccccc3nc21	x	-75[fluorescence artefact?]	16	2.3*	3	x	1	10%[fluoresces]	-2
Cc1nnc2ccc(N3CCC4(CC3)OCCO4)nn12	-4	0	5	1	-6	-6	0.98	11%	-7
c1n[nH]c(NCc2ccc3c(c2)OCO3)n1	4	1	0	1.1	-6	-4	0.99	6%	1
COc1ccccc1-n1c(SCC(=O)Nc2cccc(C)c2)nc2c(c1=O)SCC2	2	5	19	1	6	-6	1.1	2%	1
CCOC(=O)c1c(C)c(C(=O)Nc2ccc3c(c2)OCCO3)c(C)n1CC	1	7	12	0.85	8	0	1	7%	-1
O=C(NC1CCCCC1)C1CCCN(S(=O)(=O)c2cccs2)C1 (stereo unspecified)	-1	-3	10	1.1	-17	2	1.1	4%	2
CCS(=O)(=O)N1CCC(C(=O)Nc2cccc(C(C)=O)c2)CC1	-5	0	12	1.1	-6	0	1	0%	-3
Oc1ccccc1-c1cc(C(F)(F)C(F)F)nc(-c2ccccc2)n1	1	0	5	1.1	-14	0	1.1	6%	4
Cc1ccc(Cl)c(OCC(=O)Nc2ccc3c(c2)OCCO3)c1	-1	2	-18	1.1	4	4	1	5%	6
NC(=O)c1ncn([C@@H]2O[C@H](CO)[C@@H](O)[C@H]2O)n1	x	x	x	1.1	-11	x	1.1	1%	x
O=C1C2C(C(=O)N1Cc1ccco1)C1C=CC2C12CC2 (stereo unspecified)	-2	-1	1	1.1	-9	6	0.99	6%	7
CC(=O)c1cccc(NC(=O)c2cc3ccccn3n2)c1	-5	6	-2	1.1	-26	-1	1	4%	3
O=C(Nc1ccc(NC(=O)c2ccco2)nc1)c1cccnc1	5	-4	-10	1	-11	-4	0.99	2%	-5
CC(C)(Oc1ccc(Cl)cc1)C(=O)NC1CCSC1=O (stereo unspecified)	-3	0	5	1	7	0	0.99	1%	0
CCOC(=O)c1cc2c(=O)n3ccccc3nc2n(CC(C)C)c1=NC(=O)c1ccco1	x	i[fluorescence artefact?]	15	2.5*	26	x	1	3%[fluoresces]	0
CCOC(=O)N1CCC(NC(=O)c2sc(-n3cccc3)nc2C)CC1	6	9	14	1	-13	5	0.99	9%	13
Cc1ccc(CN2C(=O)CCC2C(=O)NC(C)C)cc1 (stereo unspecified)	6	2	14	1.1	-7	-1	1	7%	0
Cc1oc(C2CC2)cc1C(=O)O	4	0	9	1	-15	2	1	3%	9
CC(c1ccccc1)C(CC(=O)O)C(=O)NC1CCCCC1 (stereo unspecified)	-2	-4	2	1.1	-6	6	1	12%	10
CCC(C)(C)NC(=O)CN(C(=O)CNS(=O)(=O)c1ccccc1)c1ccccc1	-1	0	15	1	-7	7	0.93	6%	18
CC(=O)NC(CCS(C)(=O)=O)C(=O)Nc1c(C)cccc1C (stereo unspecified)	4	0	2	1.3	-15	4	1	16%	6
O=C(CCC(=O)N1CCN(c2ccccn2)CC1)Nc1nnc(C2CCCCC2)s1	2	-8	5	1.4	3	5	1.1	12%	2

Given with two lines to a compound: 2 of the compounds above.
Screens in order: JNK3 inh, MMP-13 inhibitor, HEK293 NFkB inh, Autofluor 339, tolC growth inh, ROCK2 inh, Abs 340nm, NADH enzymes, PKA kinase inh
- CC(=O)NC(CCS(C)(=O)=O)C(=O)Nc1c(C)cccc1C (stereo unspecified)
    4, 0, 2, 1.3, -15, 4, 1, 16%, 6
- O=C(CCC(=O)N1CCN(c2ccccn2)CC1)Nc1nnc(C2CCCCC2)s1
    2, -8, 5, 1.4, 3, 5, 1.1, 12%, 2

(continued)
SMILES	JNK3 inh	MMP-13 inhibitor	HEK293 NFkB inh	Autofluor 339	tolC growth inh	ROCK2 inh	Abs 340nm	NADH enzymes	PKA kinase inh
C=CCOc1ccccc1/C=N/O	1	-4	11	1.2	0	5	1	9%	7
O=C(CSc1nc2ccccc2[nH]1)NC(=O)NCc1ccco1	1	-2	6	1	4	6	1	5%	12
O=C(O)CC(c1ccc(Cl)cc1)n1cccc1 (stereo unspecified)	5	1	12	1.1	-5	3	1	4%	2
Cc1nc2nc(C)c(CCC(=O)N3CCc4ccccc43)c(C)n2n1	-5	0	3	1.1	-6	3	0.98	6%	0
Cc1ccc(N2C(=O)c3ccc(N)cc3C2=O)cc1	0	1	-26	1.3	10	0	1.1	6%	10
COc1ccc(C2=C(N)c3ccccc3C2=O)cc1	0	3	-13	1.1	5	0	1	1%	3
CCc1nnc(NC2=NCCC2)s1	3	-3	-8	1.1	3	-1	1	7%	8
C=CCn1c(SCC(=O)Nc2ccc(C(=O)OCC)cc2)nnc1-c1cccs1	-3	-2	27	1	-18	3	0.99	7%	0
NC(=O)c1cn(-c2ccccc2)nc1-c1cccnc1	-2	4	-1	1.1	-12	11	1	0%	11
CCCn1c(=O)c2ccccc2n2c(SCN3C(=O)c4ccccc4C3=O)nnc12	10	3	7	1	-1	1	1	8%	2
O=C(NCC1CCS(=O)(=O)C1)NCC1CCS(=O)(=O)C1 (stereo unspecified)	x	3	18	1.1	-3	x	1	2%	-4
Cc1ccc(O)c(N=CC2=C(O)c3ccccc3C2=O)c1	15	13	0	1.1	28	-2	1.1	5%	3
O=C(Nc1ccc2snnc2c1)N1CCSCC1	x	x	x	1	-7	x	1	4%	x
CCOC(=O)C1=C(C)NC(C)=C(C(=O)OCC)C1c1ccccn1	-1	-1	6	1.8	-3	-7	1	7%	1
C/C(N)=C(/C#N)C(=O)CSc1nnc(Nc2c(C)cccc2C)s1	4	-2	14	1.1	21	-2	1	3%	5
CC(C)(C)n1nc2c(c1NC(=O)Cc1ccc(F)cc1)CSC2	0	6	-7	1.1	-13	-1	1.1	2%	-6
Oc1c(C(c2cccs2)N2CCN(c3cccc(Cl)c3)CC2)sc2ncnn12 (stereo unspecified)	-1	3	8	1.1	100*	1	1.1	6%	-6

Screening results as filed in PubChem.

These rows are one share of the data; rates above refer to the full screens.
